aSyn yeast rescue: qHTS of alpha-syn Inhibitors: NCGC Sytravon Library Screen. Potency, µM (series often up to 46.1 µM), without a hit: top-dose growth rescue (activation), most hits filed as activators. S. cerevisiae alpha-synuclein toxicity rescue, BacTiter-Glo growth, 24 h. 94,000 tested, 0.02% active; active means well fitted activation curve with a large enough effect; inconclusive means small, poorly fitted or top-dose-only effect; further: 0% is about no effect
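Growth restoration measured by BacTiter-Glo luminescence after 24 hr at 30 deg C; alpha-synuclein yeast, raffinose-pregrown to mid-log, were added at OD600=0.02 in galactose medium onto pinned compounds.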
Starred values were filed as active, the others as inactive; ? = inconclusive; [ ] = another dose, or the depositor's remark. Potency means the concentration at half of the fitted maximal effect.

Cc1ccc(S(=O)(=O)N2CCN(C(=O)N3CCCCC3)CC2)c(C)c1
  aSyn yeast rescue: -1%

O=C(c1ccc2c(c1)N(Cc1ccc(Cl)cc1)C(=O)c1ccccc1S2(=O)=O)N1CCOCC1
  aSyn yeast rescue: 8%

CCOC(=O)c1c(S(=O)(=O)N2CCC(C(=O)Nc3cccc(C#N)c3)CC2)c(C)n(C)c1C
  aSyn yeast rescue: 6%

O=C(OCn1nnc2ccccc2c1=O)c1cccs1
  aSyn yeast rescue: 2%

O=C(Cc1c(F)cccc1Cl)OCN1C(=O)c2ccccc2C1=O
  aSyn yeast rescue: 4%

O=C(Nc1cccc([N+](=O)[O-])c1)c1ccc(-c2ccccc2)cc1
  aSyn yeast rescue: -18%

O=C(Cc1ccc(NC(=O)N2CCSc3ncccc32)cc1)NCc1ccccc1
  aSyn yeast rescue: -6%

COc1ccc(NC(=O)CSc2nc3ccccc3n2CC(=O)N(C)C2CCCCC2)cc1
  aSyn yeast rescue: -14%

CC(C)n1ncc2c(C(=O)Nc3ccccc3SCC(N)=O)cc(C3CC3)nc21
  aSyn yeast rescue: -5%

CCOc1ccc(OCC)c(NC(=O)C2CCN(S(=O)(=O)c3cn(C)cn3)CC2)c1
  aSyn yeast rescue: -10%

The closing 7 entries of the section before open the next one:
O=C(OCn1nnc2ccccc2c1=O)c1cccs1
  aSyn yeast rescue: 2%

O=C(Cc1c(F)cccc1Cl)OCN1C(=O)c2ccccc2C1=O
  aSyn yeast rescue: 4%

O=C(Nc1cccc([N+](=O)[O-])c1)c1ccc(-c2ccccc2)cc1
  aSyn yeast rescue: -18%

O=C(Cc1ccc(NC(=O)N2CCSc3ncccc32)cc1)NCc1ccccc1
  aSyn yeast rescue: -6%

COc1ccc(NC(=O)CSc2nc3ccccc3n2CC(=O)N(C)C2CCCCC2)cc1
  aSyn yeast rescue: -14%

CC(C)n1ncc2c(C(=O)Nc3ccccc3SCC(N)=O)cc(C3CC3)nc21
  aSyn yeast rescue: -5%

CCOc1ccc(OCC)c(NC(=O)C2CCN(S(=O)(=O)c3cn(C)cn3)CC2)c1
  aSyn yeast rescue: -10%

CCC(=O)c1cn(CC(=O)Nc2ccc(F)cc2)c2ccccc12
  aSyn yeast rescue: -8%

O=C1NC(=S)N/C1=C/c1cc2c(cc1[N+](=O)[O-])OCO2
  aSyn yeast rescue: 2%

CC(C)(C)c1oc(C(=O)O)cc1CN1CCOCC1
  aSyn yeast rescue: 0%

O=C1C(=O)N(C2CCN(S(=O)(=O)c3ccc(F)cc3)CC2)CCN1Cc1ccccc1
  aSyn yeast rescue: -3%

C[C@H](CO)N1C[C@H](C)[C@@H](CN(C)Cc2ccncc2)Oc2ncc(Br)cc2C1=O
  aSyn yeast rescue: -4%

Cc1ccc(C)c(C(=O)COC(=O)CN2C(=O)C3C4CCC(C4)C3C2=O)c1 (stereo not given)
  aSyn yeast rescue: 10%

COC(=O)c1cc(C)nc2c1c(=O)nc(SCc1cc(C)ccc1C)n2C1CC1
  aSyn yeast rescue: -2%

Cc1cc(Oc2c(C(F)(F)F)oc3c(CN4CCC(C)CC4)c(O)ccc3c2=O)cc(C)c1Cl
  aSyn yeast rescue: 5%

CCOC(=O)c1sc2ccccc2c1S(=O)(=O)Nc1cc(OC)ccc1OC
  aSyn yeast rescue: 6%

COc1ccc2oc(C(=O)OCC(=O)Nc3ccc(OC)c(S(N)(=O)=O)c3)c(C)c2c1
  aSyn yeast rescue: -10%

CCOc1ccc(NC(=O)N2CCC(N3CCCCC3)CC2)cc1
  aSyn yeast rescue: 2%

CC(Sc1nc2ccccc2s1)C(=O)Nc1ccc2c(c1)OCO2 (stereo not given)
  aSyn yeast rescue: -11%

CCN1CCN(C(=O)c2c(C)nn(-c3ccc(F)cc3)c2-n2cccc2)CC1
  aSyn yeast rescue: -6%

CCCNC(=O)c1nc(C)n(-c2ccc([N+](=O)[O-])cc2)n1
  aSyn yeast rescue: 14%

CCOc1ccccc1NC(=O)Nc1ccccn1
  aSyn yeast rescue: -8%

COc1ccc(-c2cc(OC(=O)c3ccc(Cl)cc3)c3c(C)oc(C)c3c(=O)c2)cc1
  aSyn yeast rescue: 0%

Cc1nc2cc(C(=O)O)ccc2n1-c1ccc(C(C)C)cc1
  aSyn yeast rescue: ?

Cc1cc(NC(=O)C(C)SCC(=O)Nc2ccccc2N2CCCC2)no1 (stereo not given)
  aSyn yeast rescue: 5%

CCCCN(C(=O)CSCC(=O)Nc1ccc(OC)cc1)c1c(N)n(Cc2ccccc2)c(=O)[nH]c1=O
  aSyn yeast rescue: -2%

COc1cc2c(cc1OC)n(CC(=O)c1cc(C)ccc1C)c(=O)n1nc(CCn3nc(C)cc3C)nc21
  aSyn yeast rescue: -5%

Fetched by compound from the list above, 7 records:
CC(Sc1nc2ccccc2s1)C(=O)Nc1ccc2c(c1)OCO2 (stereo not given)
  aSyn yeast rescue: -11%

CCN1CCN(C(=O)c2c(C)nn(-c3ccc(F)cc3)c2-n2cccc2)CC1
  aSyn yeast rescue: -6%

CCOc1ccc(NC(=O)N2CCC(N3CCCCC3)CC2)cc1
  aSyn yeast rescue: 2%

Cc1cc(NC(=O)C(C)SCC(=O)Nc2ccccc2N2CCCC2)no1 (stereo not given)
  aSyn yeast rescue: 5%

CCCNC(=O)c1nc(C)n(-c2ccc([N+](=O)[O-])cc2)n1
  aSyn yeast rescue: 14%

COc1cc2c(cc1OC)n(CC(=O)c1cc(C)ccc1C)c(=O)n1nc(CCn3nc(C)cc3C)nc21
  aSyn yeast rescue: -5%

CCOc1ccccc1NC(=O)Nc1ccccn1
  aSyn yeast rescue: -8%

The list continues:
O=C(COc1ccccc1)N(Cc1cccnc1)c1nc2ccc(Cl)cc2s1
  aSyn yeast rescue: ?

Cc1nnc(-c2cccc(C(F)(F)F)c2)nc1N1CCOCC1
  aSyn yeast rescue: -10%

O=C(Cn1cc(S(=O)(=O)Cc2ccccc2Cl)c2ccccc21)Nc1ccc(F)cc1F
  aSyn yeast rescue: -6%

COc1cccc(-c2csc(-c3c(N)c(C(=O)c4ccc5c(c4)OCO5)n4ccccc34)n2)c1
  aSyn yeast rescue: 5%

Cc1cc(NC(=O)CCC(=O)N(c2ccc(C)c(F)c2)C(C(=O)NC2CCCC2)c2ccco2)no1 (stereo not given)
  aSyn yeast rescue: 1%

CCOc1ccc(S(=O)(=O)Nc2ccc3oc(C)c(C(=O)OCCOC)c3c2)cc1
  aSyn yeast rescue: 3%

Cn1c(NCCCO)nc2c1c(=O)n(Cc1cccc(F)c1)c(=O)n2C
  aSyn yeast rescue: -5%

CCCCN(C(=O)c1cc(=O)[nH]c2ccccc12)c1c(N)n(CCC)c(=O)[nH]c1=O
  aSyn yeast rescue: 1%

Cc1ccc(CC(=O)NCC(O)c2ccccc2)cc1 (stereo not given)
  aSyn yeast rescue: -11%

Cc1cc2c(=O)c(C(=O)c3ccncc3)cn(CC(=O)Nc3cccc(C)c3C)c2cc1C
  aSyn yeast rescue: -9%

COc1ccc(CNC(=O)Cc2coc3ccc(C(C)C)cc23)cc1
  aSyn yeast rescue: 5%

CNCCCCOc1ccc(C(C)(C)C)cc1Cl
  aSyn yeast rescue: -20%

COc1ccc(/C=C/c2nc(-c3ccccc3)cc(=O)[nH]2)cc1
  aSyn yeast rescue: 12%

COc1ccc(S(=O)(=O)N(CC(=O)NCc2ccccc2)c2ccc(C)cc2)cc1OC
  aSyn yeast rescue: -3%

CCCC(C(=O)Nc1ccc(S(=O)(=O)N2CCCC2)cc1)c1ccccc1 (stereo not given)
  aSyn yeast rescue: -1%

COc1ccc(-c2noc(COc3cc(C)ccc3C)n2)cc1OC
  aSyn yeast rescue: 2%

COc1ccccc1NC(=O)c1nc(SCc2ccc(F)cc2)ncc1Cl
  aSyn yeast rescue: -6%

COc1cccc(NC(=O)CSC2=Nc3ccccc3C3=NC(CC(=O)NCc4ccc5c(c4)OCO5)C(=O)N23)c1 (stereo not given)
  aSyn yeast rescue: -4%

Cc1ccc(C)c(NC(=O)CCC(=O)N2CCOc3ccccc32)c1
  aSyn yeast rescue: -1%

Cc1cccc2sc(N(Cc3cccnc3)C(=O)CCS(=O)(=O)c3ccccc3)nc12
  aSyn yeast rescue: 17%

Oc1cccc(Nc2nc(-c3ccccc3Cl)nc3ccccc23)c1
  aSyn yeast rescue: 6%

CCn1c2ccccc2c2cc(/C=N/NC(=O)c3ccc(O)cc3)ccc21
  aSyn yeast rescue: -8%

Cc1cc2c(n1-c1ccc(C(=O)NCCc3ccc(Cl)cc3)cc1)CCCC2
  aSyn yeast rescue: -15%

Cc1nn2c(=O)cc(COC(=O)c3ccccc3NC(=O)c3cccs3)nc2s1
  aSyn yeast rescue: 1%

Cc1nn2c(C)c(C(=O)N3CCN(c4ccccc4)CC3)cnc2c1-c1ccccc1
  aSyn yeast rescue: 10%

O=C(NCCCN1CCCC1=O)c1ccc(OC(F)(F)F)cc1
  aSyn yeast rescue: 6%

O=[N+]([O-])c1ccc(NCCCNS(=O)(=O)c2ccccc2)cc1
  aSyn yeast rescue: 13%

COc1ccc(NC(=S)N2CCCN(Cc3cc(C)ccc3C)C2)cc1
  aSyn yeast rescue: -4%

Cc1cc(C)c(Cn2c3ccccc3c3cnn(CC(=O)NCc4ccccn4)c(=O)c32)c(C)c1
  aSyn yeast rescue: 5%

CCOC(=O)c1cccnc1SCC(=O)Nc1ccc(C)cc1C
  aSyn yeast rescue: 18%

Reformatted comma-delimited: two of the compounds above
compound,aSyn yeast rescue
Cc1cc2c(n1-c1ccc(C(=O)NCCc3ccc(Cl)cc3)cc1)CCCC2,-15%
CCOC(=O)c1cccnc1SCC(=O)Nc1ccc(C)cc1C,18%

Remaining list, next part:
CCCCc1nc(Cl)c(C#N)c2c1CCC2
  aSyn yeast rescue: -47%[inhibitor]

COc1cccc(-c2nc(S(=O)(=O)c3ccc(C)cc3)c(NCc3ccccc3)o2)c1
  aSyn yeast rescue: -6%

Cc1cccc(N2CCN(C(=O)c3c(C)oc4nc(C)nc(N5CCCC5)c34)CC2C)c1 (stereo not given)
  aSyn yeast rescue: 8%

CCOC(=O)CC1C(=O)NCCN1c1nc2ccc(C)cn2c(=O)c1/C=C1\SC(=S)N(CC(C)C)C1=O (stereo not given)
  aSyn yeast rescue: -1%

Cc1cccc(NC(=O)C2CCCN(S(=O)(=O)c3ccc(Br)s3)C2)c1 (stereo not given)
  aSyn yeast rescue: -9%

COc1ccc(N2CCN(C(CNC(=O)C(=O)NCc3ccc(F)cc3)c3cccnc3)CC2)cc1 (stereo not given)
  aSyn yeast rescue: 2%

O=S(=O)(NCCS(=O)(=O)N1CCN(c2ccccc2F)CC1)c1ccc(Cl)cc1
  aSyn yeast rescue: -6%

O=Cc1ccc(-c2ccccc2C(=O)O)o1
  aSyn yeast rescue: 2%

COc1cccc(C(=O)NCCc2csc(-c3ccc(Cl)cc3)n2)c1
  aSyn yeast rescue: -8%

Cc1ccc(CN2CCC(CNC(=O)c3cnn(-c4ccccc4)c3C3CCN(C(=O)OC(C)(C)C)CC3)CC2)cc1
  aSyn yeast rescue: 4%

CC1(C)Cc2c(sc(NC(=O)Cc3ccccc3)c2C#N)C(C)(C)N1
  aSyn yeast rescue: 0%

Cn1c(=O)[nH]c(=O)c2c1nc(N1CCOCC1)n2Cc1ccccc1
  aSyn yeast rescue: -7%

CN1CCN(S(=O)(=O)c2ccc(NC(=S)NC(=O)C3CCCC3)cc2)CC1
  aSyn yeast rescue: 8%

CCCCOC(=O)CSc1nnc(-c2ccccc2)o1
  aSyn yeast rescue: 9%

CCC1CN(C(=O)N2CCC(C(=O)O)CC2)c2cc(C)ccc2O1 (stereo not given)
  aSyn yeast rescue: 5%

O=C(Nc1ccc(C(=O)O)cc1)/C(=C\c1ccc2c(c1)OCO2)NC(=O)c1ccc(Br)o1
  aSyn yeast rescue: 2%

O=S(=O)(Cc1nnnn1-c1ccc(Br)cc1)c1ccccc1
  aSyn yeast rescue: 4%

Cc1sc2nc(SCC(=O)Nc3cccc(C(=O)O)c3)[nH]c(=O)c2c1C
  aSyn yeast rescue: -15%

COc1ccc(/C=N/N(C)C2=NS(=O)(=O)c3ccccc32)cc1OC
  aSyn yeast rescue: 0%

CC(C)NC(=O)C(c1ccc(F)cc1)N(Cc1ccco1)C(=O)CCC(=O)Nc1ccccn1 (stereo not given)
  aSyn yeast rescue: 6%

COC(=O)c1cc(=O)n(-c2ccc(C(F)(F)F)cc2)[nH]1
  aSyn yeast rescue: -20%

Cc1ccc(C(NC(=O)Cc2cccs2)C(=O)Nc2ccc(C(C)C)cc2)cc1 (stereo not given)
  aSyn yeast rescue: -6%

Cc1ccc([C@H]2N[C@]3(CCCN(Cc4cccn4C)C3=O)[C@H]3C(=O)N(Cc4ccccc4)C(=O)[C@@H]23)cc1
  aSyn yeast rescue: 0%

O=C(C[C@H]1C[C@@H]2c3cc(NC(=O)Nc4ccccc4)ccc3O[C@@H]2[C@@H](CO)O1)NCC1CC1
  aSyn yeast rescue: 8%

CC(C)CNc1ncnc2onc(-c3ccc(Cl)cc3)c12
  aSyn yeast rescue: -24%

CC(=O)Nc1ccc(NC(=O)C(C)Sc2n[nH]c(-c3ccc(C)cc3)n2)cc1 (stereo not given)
  aSyn yeast rescue: 11%

COc1ccc(CNc2nc(-c3ccco3)nn2C(=O)c2ccccc2Cl)cc1
  aSyn yeast rescue: -1%

CCCNC(=O)c1c(NC(=O)c2ccc(C)cc2)sc2c1CCCCC2
  aSyn yeast rescue: -1%

COc1ncnc2c1ncn2CCCN(C)CCc1ccccn1
  aSyn yeast rescue: -7%

COc1ccc(S(=O)(=O)N(CC(=O)NCCSc2ccccn2)c2ccccc2)cc1
  aSyn yeast rescue: 10%

COCCN(C(=O)CCC(=O)Nc1cc(C)on1)C(C(=O)NC(C)(C)C)c1ccccc1Cl (stereo not given)
  aSyn yeast rescue: 4%

O=S(=O)(NCCc1csc(-c2cccc(F)c2)n1)c1cc(F)ccc1F
  aSyn yeast rescue: -2%

C=CCc1c(C)c(C#N)c2nc3ccccc3n2c1N1CCCCC1
  aSyn yeast rescue: -1%

Bioassay records from PubChem.

Only part of the results is shown. The share of hits here may be higher or lower than overall.
